Screening data (PubChem BioAssay)
Keap1-Nrf2 PPI = Keap1-Nrf2 protein-protein interaction inhibitors, primary screen, biochemical, fluorescence polarization, single point. Keap1 Kelch-Nrf2 peptide fluorescence polarization, 1536-well. 340,000 tested, 0.15% active. inhibition, % at 9.4 µM. Kelch-like ECH-associated protein 1 (Homo sapiens), Q14145; in the data active = inhibition above about 12%;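 note: human Keap1 Kelch domain with fluorescein labeled Nrf2 9mer peptide probe; 0% = neutral control wells and 100% = peptide positive control; higher means more block of Keap1 binding to Nrf2 peptide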
DSG3 Ab inh = inhibitors of pemphigus antibody binding to DSG3, primary screen, biochemical, bead-based, flow cytometry, scFv-GFP. Desmoglein-3 (Homo sapiens), P32926. DSG3-coupled beads, scFv-anti-DSG3-GFP binding; active compounds read low. binding (percent of control), % at 10 µM. 310,000 tested, 0.48% active. AID 588358, 2011;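 active = binding more than 3 SD below its plate's average and above zero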;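 note: hits lower antibody fragment binding to DSG3; some compounds called inactive have numbers as strong as hits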
CAL PDZ FP-1 = untagged CAL PDZ binding inhibitors, primary screen, biochemical, fluorescence polarization, HTS; Golgi-associated PDZ and coiled-coil motif-containing protein (Homo sapiens), Q9HD26; purified CAL PDZ, TMR-peptide fluorescence polarization, 1 h; 300,000 tested, 0.92% active; AID 602252, 2012; inhibition, % at 24.9 µM;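 active = mean inhibition of at least 30% with at least half of replicates also reaching 30%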;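 note: 0% = DMSO neutral control and 100% = excess unlabeled competitor peptide PRC23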
DAGLB inh = DAGLB lipase inhibitors, primary screen, biochemical, fluorescence, HTS; HEK293T DAGLB membrane lysate, EnzChek fluorogenic substrate; inhibition, % at 5.17 µM; 340,000 tested, 0.059% active; AID 504411, 2011; in the data active = inhibition above about 34%;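 note: 0% = enzyme with vehicle and 100% = wells lacking enzyme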
Arrestin-AP2 inh = inhibitors of beta-arrestin/AP2 binding, primary screen, biochemical, GPCR trafficking, flow cytometry; inhibition, % at 10 µM; beta-arrestin 1 C-terminal peptide binding to AP2 beta2-adaptin appendage (human); 340,000 tested, 0.31% active; FITC-arrestin peptide / GST-AP2 beads; AP2 beta2 appendage carries R879A mutation;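 active = inhibition above a set limit, near 3 SD of compounds lacking own fluorescence, cut at about 54% in these data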;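 note: plate controls were DMSO wells for no effect and 5 µM unlabelled arrestin peptide for full effect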
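Test system: GST-tagged AP2 beta2-adaptin appendage (R879A) on 4 µm glutathione beads; also added: fluorescein-tagged arrestin peptide at 50 nM final; timing: 12 min plus 1 h, RT; signal: flow cytometry, FL1 (488/535 nm); read-out: percent drop in bead-associated FITC signal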
CAL PDZ FP-2 = CAL PDZ peptide-binding inhibitors, primary screen, biochemical, fluorescence polarization, Cer-tagged CAL PDZ, HTS | inhibition, % at 20 µM | purified CAL PDZ, TMR-peptide fluorescence polarization, 1 h | 330,000 tested, 0.02% active | AID 504414, 2011 | Golgi-associated PDZ and coiled-coil motif-containing protein (Homo sapiens), Q9HD26;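 active = highest replicate inhibition of at least 40%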;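 note: plate controls were DMSO neutral control wells for no effect and unlabeled competitor peptide control wells for full effect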
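Test system: tagged CAL PDZ domain / Buffer or medium: sodium phosphate/NaCl buffer pH 7.4 with TCEP, IgG, Thesit / Reagent: TMR-labelled reporter peptide T*-PRC34 bound in PDZ groove / Compound dosing: single point, 20 µM / Schedule: 1 h incubation at room temperature before polarization reading / Technique: fluorescence polarization (mP) / Benchmarks: unlabelled peptide, DMSO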
V-ATPase pHluor = regulators of yeast V-ATPase proton pumping, primary screen, pHLuorin cytosolic pH fluorescence; S. cerevisiae; 350,000 tested, 0.37% active; response, % at 10 µM; AID 504577, 2011; in the data active = response mostly above about 7.3%, no sharp cut-off; inactive = mostly below about 5.4%; note: actives read high; inactives centre near 0; some compounds called inactive have numbers as strong as hits
NSD2 inh = NSD2 histone methyltransferase inhibitors, primary screen, biochemical, AlphaScreen, single concentration, set 2. Histone-lysine N-methyltransferase NSD2 (Homo sapiens), O96028. NSD2 peptide methylation, 120 min. inhibition, % at 12.5 µM. 310,000 tested, 0.54% active; in the data active = inhibition above about 50%
Target sequence (O96028 whole entry, looked up): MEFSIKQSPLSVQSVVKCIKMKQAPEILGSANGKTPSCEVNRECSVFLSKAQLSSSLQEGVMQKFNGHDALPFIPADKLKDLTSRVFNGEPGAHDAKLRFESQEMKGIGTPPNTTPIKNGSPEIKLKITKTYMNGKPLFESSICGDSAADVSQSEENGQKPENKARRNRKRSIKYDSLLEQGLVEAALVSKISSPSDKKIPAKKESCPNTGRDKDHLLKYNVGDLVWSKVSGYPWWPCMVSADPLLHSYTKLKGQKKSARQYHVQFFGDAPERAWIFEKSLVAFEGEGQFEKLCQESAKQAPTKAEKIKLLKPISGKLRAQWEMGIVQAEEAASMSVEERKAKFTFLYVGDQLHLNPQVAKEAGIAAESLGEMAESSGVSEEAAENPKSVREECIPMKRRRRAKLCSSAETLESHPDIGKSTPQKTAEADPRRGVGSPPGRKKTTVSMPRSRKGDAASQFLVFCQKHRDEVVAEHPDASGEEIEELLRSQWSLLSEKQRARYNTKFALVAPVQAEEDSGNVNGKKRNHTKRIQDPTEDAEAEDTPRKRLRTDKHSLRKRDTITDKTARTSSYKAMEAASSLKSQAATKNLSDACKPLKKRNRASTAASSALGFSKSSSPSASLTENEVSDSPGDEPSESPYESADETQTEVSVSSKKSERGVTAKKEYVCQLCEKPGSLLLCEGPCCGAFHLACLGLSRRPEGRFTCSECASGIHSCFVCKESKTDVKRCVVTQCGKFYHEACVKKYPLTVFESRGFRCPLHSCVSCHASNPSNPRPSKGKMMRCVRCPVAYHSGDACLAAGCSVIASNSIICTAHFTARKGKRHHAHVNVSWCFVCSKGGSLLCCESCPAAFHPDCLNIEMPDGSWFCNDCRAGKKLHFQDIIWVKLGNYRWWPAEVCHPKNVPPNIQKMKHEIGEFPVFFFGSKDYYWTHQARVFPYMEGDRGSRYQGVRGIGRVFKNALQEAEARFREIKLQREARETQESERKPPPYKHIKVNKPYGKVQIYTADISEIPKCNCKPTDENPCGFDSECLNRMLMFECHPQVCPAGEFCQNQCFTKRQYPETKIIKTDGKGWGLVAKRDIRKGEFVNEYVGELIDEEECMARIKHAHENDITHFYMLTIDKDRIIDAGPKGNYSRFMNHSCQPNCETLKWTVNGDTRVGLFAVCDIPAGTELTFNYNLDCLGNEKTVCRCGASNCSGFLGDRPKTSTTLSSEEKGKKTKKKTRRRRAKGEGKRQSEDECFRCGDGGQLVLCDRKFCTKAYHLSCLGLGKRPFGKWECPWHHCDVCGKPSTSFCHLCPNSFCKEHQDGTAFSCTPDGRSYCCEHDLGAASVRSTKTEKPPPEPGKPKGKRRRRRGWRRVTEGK
Cardiac RTF inh = cardiac RTF calcium sensitivity inhibitors, primary screen, biochemical, IANBD-TnC fluorescence, EC70 calcium; inhibition, % at 7.15 µM; 340,000 tested, 0.12% active; Troponin I, cardiac muscle (Homo sapiens) + Troponin T, cardiac muscle (Homo sapiens) + …; IANBD-labeled cardiac RTF, Ca2+ fluorescence; AID 493244, 2011;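 active = inhibition above the mean inhibition of all tested compounds plus 3 SD, cut at about 17% in these data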;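 note: assay run at fixed EC70 calcium of 1.6 mM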
C-LANA FP = inhibitors of KSHV C-LANA binding to DNA, primary screen, biochemical, fluorescence polarization, FAM-LBS DNA, MBP-C-LANA, single point; Kaposi's sarcoma herpesvirus LANA C-terminal domain (residues 932-1162) DNA binding; inhibition, % at 9 µM; 340,000 tested, 0.078% active; AID 504423, 2011;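 active = highest replicate inhibition at or above 60% at 9 µM, even if other replicates fall short; inactive = all replicates below 60% inhibition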;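 note: 0% = neutral control wells and 100% = 4 µM acridine orange control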
Active calls of the source: *; . = no result given. Only part of the results is shown. The share of hits here may be higher or lower than overall.

CAL PDZ FP-2	CAL PDZ FP-1	Keap1-Nrf2 PPI	C-LANA FP	DAGLB inh	DSG3 Ab inh	Cardiac RTF inh	NSD2 inh	Arrestin-AP2 inh	V-ATPase pHluor	compound
-0.3	-1.7	1.5	-1.1	5.0	101.8	-6.5	3.7	5.3	7.8	O=[N+]([O-])c1ccc(Cl)c(S(=O)(=O)Nc2cccc(-c3ccc(N4CCOCC4)nn3)c2)c1
-1.8	-3.6	-0.6	0.1	-1.6	96.7	-3.5	-1.0	-3.5	-0.1	Cc1cc(S(=O)(=O)N2CCCC2C(=O)N2CCOCC2)c(C)cc1Cl (centres undefined)
0.5	-4.8	-0.3	0.7	-0.6	104.2	-3.1	16.0	11.9	2.0	COc1ccc(NC(=O)c2cc(S(=O)(=O)NCC3COc4ccccc4O3)ccc2F)cc1 (centres undefined)
-0.1	2.8	-1.9	0.4	0.5	113.9	0.2	-1.0	3.6	-4.0	COc1cc(NC(=O)COC(=O)c2cc(S(=O)(=O)N3CCCCC3)ccc2Cl)c(C)cc1[N+](=O)[O-]
0.1	1.7	-101.2	-6.3	-77.3	151.2	-199.8	-5.8	2.6	-0.9	CCN(CC)c1ccc2cc(-c3nnc(-c4ccncc4)o3)c(=O)oc2c1
-0.1	.	-0.7	1.9	-0.5	98.9	-2.1	2.5	-3.4	2.4	CCN(CC)S(=O)(=O)c1ccc(C(=O)N(c2ccccc2)C2C=CS(=O)(=O)C2)cc1 (centres undefined)
-2.3	-2.0	-2.8	-0.6	1.5	.	-12.5	-4.8	0.2	3.9	CCOC(=O)Nc1ccc2c(CN(C)Cc3ccc(F)cc3)cc(=O)oc2c1
.	-4.7	0.5	-1.8	-1.4	106.3	3.9	1.8	6.4	-3.7	O=C(Nc1ccc(S(=O)(=O)Nc2ncccn2)cc1)c1ccccc1Br
-0.5	-3.3	1.3	2.8	-1.0	.	-5.8	-1.6	-4.7	-0.9	CCC(C)(C)NC(=O)c1cc(OC)c(OC)cc1[N+](=O)[O-]
-2.5	-0.6	-0.2	0.2	0.8	.	-7.6	.	19.0	-2.2	CC(=O)c1cccc(NC(=O)CCS(=O)(=O)c2cccc3nonc23)c1
-1.2	5.7	-2.8	-1.5	.	101.3	.	-6.1	11.1	0.1	CC(=O)c1ccc(NC(=O)C2CCCN(C(=O)c3ccc(Cl)cc3)C2)cc1 (centres undefined)
-1.7	4.9	3.4	1.1	4.5	97.3	5.3	2.9	31.0	-0.8	Cc1ccccc1N1C(S)=C(C#N)C(=O)NC1c1ccco1 (centres undefined)
-0.6	-2.4	1.7	-1.3	2.3	99.8	-3.5	0.6	28.8	1.1	CCCn1c(SCc2cc(=O)[nH]c3ccccc23)nc2c1c(=O)n(C)c(=O)n2C
-0.6	-5.4	-2.6	-0.2	0.3	101.0	1.6	-3.4	47.0	1.6	O=C(Nc1ccc(Br)cc1)N1CCCC(O)C1 (centres undefined)
-2.8	0.0	-6.7	1.5	0.5	102.9	0.6	-0.6	-0.7	-0.2	COc1ccc(NC(=O)CN(C)CC(=O)Nc2ccc(C)c(S(=O)(=O)N3CCCCC3)c2)cc1
-0.2	.	-2.3	0.1	-0.7	96.1	1.6	2.9	21.3	4.1	O=C(NCCCN=C1NS(=O)(=O)c2ccccc21)c1ccc(S(=O)(=O)N2CCOCC2)cc1
-0.9	-3.7	-3.4	1.7	1.7	101.8	1.0	-0.2	1.1	-1.5	CC(C)(C#N)Nc1ccccc1
-3.9	-4.1	-6.0	-0.5	-2.1	89.5	-7.7	-1.9	-2.0	-1.4	CCNc1nc(ON=C(C)C)nc(N(C)C)n1
0.0	2.5	1.2	-0.1	-1.5	108.0	-7.3	.	17.2	-5.2	Cc1nc(CCNC(=O)Cc2ccc(Cl)cc2)cs1
-0.9	8.2	0.0	2.7	-2.9	91.4	-1.2	-0.7	37.0	3.4	O=C(O)C1CCC(=O)N1C(=O)OCc1ccccc1 (centres undefined)
0.4	1.2	-2.8	-0.1	-3.6	106.6	-10.7	0.4	10.6	3.9	CC(=O)c1cc(C#N)c(Oc2ccc(Cl)cc2Cl)nc1C
-2.2	-0.2	-1.8	1.3	0.2	91.6	-7.5	-1.2	-4.2	-2.4	Cc1cc(=O)c(C(=O)O)cn1-c1ccc(C(C)C)cc1
-2.2	-3.5	-3.9	0.7	-1.8	118.2	-8.9	-10.9	-4.2	1.2	O=C(NCCN1CCOCC1)c1ccc(NC(=O)C2COc3ccccc3O2)cc1 (centres undefined)
-0.8	.	1.6	1.3	-9.2	95.5	-3.3	.	-5.9	-1.3	Cc1ccc(-n2c(C)nc3c(cnn3-c3ccc(C)c(C)c3)c2=O)cc1C
0.6	-3.0	-1.9	0.1	0.5	105.6	-14.5	.	-5.0	3.3	O=C(Cn1cncn1)c1ccc(F)cc1F
0.5	.	1.3	-3.3	-7.1	110.5	-10.4	-1.1	4.5	-5.5	O=C(NC1CCN(Cc2ccccc2)CC1)c1ccc2c(c1)OCCCO2
0.3	-7.6	-1.3	0.5	0.2	.	3.7	4.4	0.4	0.3	CC1=NN(C(N)=S)C(=O)C1N=Nc1c(C)n(C)n(-c2ccccc2)c1=O (centres undefined)
-1.2	3.2	.	.	-3.2	98.7	-7.8	-1.6	32.8	0.7	CC1CN(C(=O)c2cc(-c3ccc(Cl)s3)nc3ccccc23)CC(C)O1 (centres undefined)
-2.6	-3.2	-1.5	3.7	-4.0	.	5.6	-3.0	-6.3	-2.1	Cc1ccc2nc(-c3ccc(SCC(=O)N4CCc5ccccc54)nc3)[nH]c2c1
0.0	-6.3	8.2	-3.5	0.3	104.2	-1.2	-0.4	22.7	-2.6	CCCC[n+]1ccn(-c2nc3ccccc3nc2[N-]S(=O)(=O)c2ccc(Cl)cc2)c1
-0.1	-5.4	3.6	2.1	-0.8	.	-19.3	3.3	-8.7	-2.8	COc1ccc(CCNC(=O)CCNC(=O)N2CC(=O)Nc3ccccc32)cc1
0.4	-4.1	-2.8	-0.2	0.6	99.4	-0.8	0.9	-4.8	3.1	CNC1(C(N)=O)CCN(Cc2ccccc2)CC1
-0.7	-2.0	0.2	0.2	-0.4	97.0	-1.8	15.9	47.4	-1.4	CN(C)CCC1(C2=CCCC2)CC/C(=C/c2ccc(Cl)cc2)C1=O (centres undefined)
0.1	-3.1	-5.0	1.8	-2.9	104.2	-1.0	0.6	-5.8	-1.7	COC(=O)c1ccccc1NC(=O)CSc1nnc(-c2cccc(NC(C)=O)c2)n1C
-0.6	-2.1	2.1	-0.1	-2.3	104.5	6.8	.	41.8	12.2	CCN1CCOC(CC(=O)Nc2ccc([N+](=O)[O-])cc2)C1=O (centres undefined)
-0.3	-2.1	2.1	-0.3	-0.9	95.5	2.3	-4.4	23.5	-2.5	CN(C)c1nc(C(=O)NN)nc(N(C)C)n1

For convenience, some entries already given.
CAL PDZ FP-2	CAL PDZ FP-1	Keap1-Nrf2 PPI	C-LANA FP	DAGLB inh	DSG3 Ab inh	Cardiac RTF inh	NSD2 inh	Arrestin-AP2 inh	V-ATPase pHluor	compound
0.6	-3.0	-1.9	0.1	0.5	105.6	-14.5	.	-5.0	3.3	O=C(Cn1cncn1)c1ccc(F)cc1F
0.5	.	1.3	-3.3	-7.1	110.5	-10.4	-1.1	4.5	-5.5	O=C(NC1CCN(Cc2ccccc2)CC1)c1ccc2c(c1)OCCCO2

The list goes on.
CAL PDZ FP-2	CAL PDZ FP-1	Keap1-Nrf2 PPI	C-LANA FP	DAGLB inh	DSG3 Ab inh	Cardiac RTF inh	NSD2 inh	Arrestin-AP2 inh	V-ATPase pHluor	compound
0.2	-2.8	-3.3	-0.3	-1.3	100.8	-7.7	-1.1	3.6	-3.2	O=C(/C=C/c1ccc([N+](=O)[O-])o1)NNC(=O)c1ccc(F)cc1
-0.4	1.5	8.8	-0.3	-6.0	.	-7.5	.	4.2	3.5	C=C[C@@](C)(O)CC[C@@H]1[C@@]2(C)CCCC(C)(C)[C@@H]2CC[C@@]1(C)O
.	-4.2	3.7	0.7	-1.5	102.7	-3.0	-4.6	3.0	-1.8	O=C(NCc1n[nH]c(=S)n1-c1cccc(Cl)c1)c1ccc(S(=O)(=O)N2CCCC2)cc1
0.7	-3.7	-2.5	0.5	-5.0	113.8	5.5	3.3	12.4	0.6	CN(Cc1ccc(C(C)(C)C)cc1)C(=O)c1ccc2c(c1)OCO2
-3.3	5.9	-1.8	-1.0	-0.1	99.3	-5.6	-1.0	5.6	-2.1	N#Cc1cccc(NC(=O)CN2C(=O)NC(Cc3ccccc3)C2=O)c1 (centres undefined)
-3.0	-0.1	-5.0	4.2	-1.9	.	-10.2	-5.7	0.9	-2.1	COC(=O)c1ccccc1S(=O)(=O)N1CCC(C(=O)OC(C)C(=O)Nc2ccccc2OC)CC1 (centres undefined)
-1.5	-3.2	-4.6	0.5	-1.6	97.6	-6.9	3.0	6.4	-1.7	CCCCOCCCNC(=O)Cc1cccs1
0.1	-0.5	-5.6	1.1	3.2	104.0	5.4	6.4	2.6	0.3	CN(C)N1C(N)=C(C#N)C(c2cccnc2)C2=C1CCCC2=O (centres undefined)
-0.6	1.1	-2.8	1.2	-0.2	105.2	-1.3	1.2	-2.2	4.1	CCOc1ccc(C(=O)OC(C)CN2CCCCC2)cc1 (centres undefined)
-1.3	-2.0	-9.9	2.3	-2.3	84.0	1.0	-2.1	-2.6	2.0	Cc1ccc(CNC(=O)COC(=O)CCOc2ccc(C)cc2)cc1
-1.2	-8.0	-5.4	4.5	0.4	122.5	-9.9	2.5	5.1	1.2	Cc1ccc(C(=O)/C=C/Nc2ccccc2C(N)=O)o1
-1.2	.	-2.2	-0.8	-2.9	89.4	-0.2	-0.7	21.4	-0.3	NC(=O)c1ccc(NC(=O)CN2CCN(S(=O)(=O)c3ccc4c(c3)OCCO4)CC2)cc1
-2.5	-0.4	0.1	0.7	1.3	100.6	-8.2	0.9	-11.6	-2.1	CCN(CC(=O)Nc1c(F)cccc1F)C(=O)c1ccc(S(=O)(=O)NCc2ccco2)cc1
